Screening results as filed in PubChem BioAssay.
KOR beta-arrestin-1 – KOR antagonists, beta-arrestin recruitment, cell-based, luminescence, uHTS (AID 1778). Kappa-type opioid receptor (Homo sapiens). KOR beta-arrestin recruitment, luminescence, antagonist mode; higher % means a stronger effect. inhibition, % at 10 µM, or IC50 in µM where a hit was titrated. hit rate 0.091% among 290,000; note: strong numbers were not always called active
GPR55 activation – GPR55 agonists via beta-arrestin recruitment, primary screen, imaging, U2OS cells, beta-arrestin-GFP redistribution (AID 1961). U2OS GPR55 beta-arrestin-GFP redistribution imaging; higher % means a stronger effect. activation, % at 10 µM, or EC50 in µM where a hit was titrated. hit rate 0.048% among 290,000;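 active = activation above 40% with more than 50 cells counted in the well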;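 note: U2OS osteosarcoma cells stably expressing GPR55 and beta-arrestin-GFP; plate controls were DMSO negative control for no effect and LPI positive control for full effect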
NOD2 inhibition – NOD2 signaling inhibitors, cell-based, luminescence, uHTS, HEK293 (AID 1566). HEK293 NOD2/NF-kB luciferase reporter, luminescence; higher % means a stronger effect. one-dose inhibition, % at 4 µM; EC50 in µM for titrated hits. hit rate 0.63% among 290,000; note: many of its hits are not listed in these tables
NTR1 agonist – agonists of NTR1, primary screen, imaging, U2OS cells, beta-arrestin-GFP, high content (AID 493036); NTR1-U2OS beta-arrestin-GFP spot imaging, agonist mode; hit rate 0.17% among 330,000; activation, % at 20 µM; Neurotensin receptor type 1 (Homo sapiens), P30989;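 active = activation at or above 40% of the spot to cytoplasm intensity ratio, with at least 20 cells analyzed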;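 note: 0% = DMSO without peptide and 100% = 100 nM NTR1 peptide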
Target sequence (P30989 whole entry, looked up): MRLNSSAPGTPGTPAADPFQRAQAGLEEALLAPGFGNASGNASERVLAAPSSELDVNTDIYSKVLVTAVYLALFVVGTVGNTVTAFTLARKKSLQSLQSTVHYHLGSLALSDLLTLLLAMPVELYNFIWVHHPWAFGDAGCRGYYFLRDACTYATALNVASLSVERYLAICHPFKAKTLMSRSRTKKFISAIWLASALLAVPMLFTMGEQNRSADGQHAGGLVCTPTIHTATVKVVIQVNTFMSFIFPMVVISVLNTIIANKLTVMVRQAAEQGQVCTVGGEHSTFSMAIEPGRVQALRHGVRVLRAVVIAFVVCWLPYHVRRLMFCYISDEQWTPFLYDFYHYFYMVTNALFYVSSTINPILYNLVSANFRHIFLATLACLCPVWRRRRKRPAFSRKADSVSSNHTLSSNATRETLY
Myeloid diff 2 – induction of myeloid progenitor differentiation, primary screen, cell-based, flow cytometry, MLPCN library | ER-HoxA9 myeloid progenitors, lysozyme-GFP differentiation | calls only at 10 µM | hit rate 1% among 360,000 | AID 624256, 2012;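 active = normalized GFP-positive differentiation at or above the plate's own cutoff, the solvent-only control mean plus 3 SD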;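 note: cells exposed to compound for four days before flow analysis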
NOD1 inhibition – NOD1 signaling inhibitors, primary screen, cell-based, luminescence, uHTS (AID 1578); NOD1-driven NF-kB luciferase reporter cells, luminescence; higher % means a stronger effect; one-dose inhibition, % at 4 µM; EC50 in µM for titrated hits; hit rate 1% among 290,000; in the data active = inhibition mostly above about 36%, no sharp cut-off; inactive = mostly below about 34%;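 note: HEK-293T reporter cells stimulated with the NOD1 agonist gamma-tri-DAP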
T cell modulator – modulators of CD8 T cell-vesicle binding, primary screen, mouse 2C CD8+ T cells, flow cytometry. 2C CD8+ T cell-vesicle binding; stronger effect = lower value. hit rate 0.068% among 330,000. calls only at 7 µM. AID 2052, 2009;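 active = response, share of CD8 T cells binding vesicles, and their 90th percentile fluorescence all below set limits, cut at about 80% in these data, passing the limit was not always enough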
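Assay system – 2C mouse CD8+ T cells · Also added – QL9-loaded Drosophila micro-vesicles · Timing – Cell–vesicle co-incubation 1.5 h at 37 °C, staining 20 min on ice · Signal – flow cytometry of vesicle-bound cells · Measure – percent CD8+ FL2 mean versus row control · Controls – Peptide-free naked vesicles (low) and QL9 vesicles with 0.7% DMSO vehicle (high)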
KOR beta-arrestin-2 – KOR agonists, beta-arrestin recruitment, primary screen, cell-based, luminescence, uHTS (AID 1777); Kappa-type opioid receptor (Homo sapiens); KOR beta-arrestin recruitment, luminescence; higher % means a stronger effect; activation, % at 10 µM, or EC50 in µM where a hit was titrated; hit rate 0.02% among 280,000; in the data active = activation above about 50%, passing the limit was not always enough; note: a part of the inactive calls stands beside numbers as strong as those of hits
GPR55 antagonists – GPR55 antagonists blocking LPI-driven arrestin recruitment, primary screen, imaging, U2OS, beta-arrestin-GFP, LPI agonist (AID 2013). G-protein coupled receptor 55 (Homo sapiens). U2OS GPR55 beta-arrestin-GFP translocation imaging, LPI antagonism; higher % means a stronger effect. one-dose inhibition, % at 10 µM; IC50 in µM for titrated hits. hit rate 0.13% among 290,000;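 active = spots per cell inhibited over 60%, with over 100 cells counted and total cytoplasm intensity under 500,000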;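 note: U2OS cells stably carrying GPR55 and arrestin-GFP stimulated by 5 µM LPI near EC80; imaged beta-arrestin-GFP aggregate spots per cell after agonist stimulation; plate controls were LPI-stimulated DMSO wells for no effect and DMSO wells without LPI for full effect; some results filed as inactive read as strong as hits; confirmed hits need IC50 under 10 µM and bright autofluorescent wells are also inconclusive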
T cell modulator vesicle-bound % – also measured in T cell modulator; calls as there; double positive events, %; measured here: CD8+ vesicle-bound cell fraction;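 binding gate set so that unloaded-vesicle control wells show 10% double positive cells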
NTR1 agonist cell count 20 µM – also measured in NTR1 agonist; calls as there; cell count; measured here: cell count, cytotoxicity flag
Myeloid diff 2 GFP+ MAC1+ % – also measured in Myeloid diff 2; calls as there; GFP+ MAC1+ double positive, %; measured here: differentiation confirmed by MAC1 staining
The depositor's hits bear a star; i = inactive; . = no result given; [ ] = remark or other dose. Cut-off read from the data, not from the text of the source, unless noted: active = inhibition above about 50%; inactive = the rest.

SMILES	KOR beta-arrestin-1	GPR55 activation	NOD2 inhibition	NTR1 agonist	NTR1 agonist cell count 20 µM	Myeloid diff 2	Myeloid diff 2 GFP+ MAC1+ %	NOD1 inhibition	T cell modulator	T cell modulator vesicle-bound %	KOR beta-arrestin-2	GPR55 antagonists
Cc1nnnn1/C(=C\c1ccccc1)C(=O)OCC(=O)N(C)C1CCS(=O)(=O)C1 (configuration not stated)	11%	-0.4%	18%	0.8	79	i	0.1	-16%	i	50	-5.2%	5%
Nc1ccnn1-c1ccccc1	28%	-0.1%	-9%	-1.1	76	i	0.1	-11%	i	31	5.6%	14%
CC1(C)Cc2[nH]c(=O)c(C#N)cc2CS1	-1%	0.2%	-4%	-2.3	46	i	1.4	-6%	i	20	-5.6%	14%
COc1ccc(NC(=O)c2ccccc2SC)c(OC)c1	12%[20 µM]	-0.1%	18%	-0.8	32	i	0.2	-9%	i	41	-2.7%	6%
COc1ccc(NC(=O)c2cccc(N3C(=O)C4C5C=CC(C5)C4C3=O)c2)cc1Cl (configuration not stated)	0%	-0.1%	37%	2.0	68	i	1.1	15%	i	53	6.0%	-4%
CC(C)c1csc(CN2CCN(Cc3ccccc3)C(CCO)C2)n1 (configuration not stated)	7%	-0.3%	-3%	-1.1	49	i	0.2	14%	i	61	-4.3%	7%
C=CCn1c(SCC(=O)NC2CCS(=O)(=O)C2)nnc1-c1ccncc1 (configuration not stated)	-7%	-0.3%	-12%	2.2	36	i	0.4	23%	i	0	13%	6%
O=C(NNS(=O)(=O)c1ccccc1[N+](=O)[O-])c1ccccc1[N+](=O)[O-]	-25%	0.7%	10%	3.1	65	i	0.4	-25%	i	23	0.2%	7%
CCNS(=O)(=O)c1ccc(NC(=O)Nc2cccc(OC)c2)cc1	-55%	-0.2%	-9%	0.2	79	i	0.3	27%	i	11	3.3%	-7%
C=COCCNC(=S)N1CCOCCOCCN(C(=S)NCCOC=C)CCOCCOCC1	-14%	0.1%	2%	-1.3	16	i	0.5	-42%	i	18	-0.8%	14%
Cc1cc(C(=O)COC(=O)c2ccc(Br)o2)c(C)n1C	-14%	0.7%	-25%	-1.0	47	i	0.3	-38%	i	43	2.6%	7%
Cc1ccc(N2CCN(c3cc(C)nc4nc(C)nn34)CC2)c(C)c1	2%	0.8%	1%	1.8	91	i	1.9	-49%	i	45	1.5%	-9%
CC1CCCC(NC(=O)C2N(CCCN3CCCC3)C(=O)C3C(C(=O)Nc4cccc(Cl)c4)C4C=CC32O4)C1C (configuration not stated)	-8%	-0.2%	2%	1.2	50	i	1.0	-33%	i	48	0.5%	0%
COc1ccc(NC(C(=O)Nc2cccc(C(C)=O)c2)c2ccccc2)cc1 (configuration not stated)	-19%	0.2%	13%	3.6	76	i	1.9	-17%	i	36	11%	7%
Cc1cccc(NC(=O)N2CCCC2C(=O)NCc2cccs2)c1 (configuration not stated)	-6%	0.0%	5%	-0.8	36	i	0.8	-4%	i	23	-3.4%	-5%
O=c1c(-c2ccccc2)nnc2sc(COc3ccc(Br)cc3)nn12	18%	0.0%	1%	0.5	80	i	0.7	2%	i	0	-1.9%	3%
CC(OC(=O)c1ccc2ccccc2n1)C(=O)Nc1ccc(N2CCOCC2)cc1 (configuration not stated)	21%	0.0%	10%	1.6	61	i	0.1	-4%	i	46	0.8%	-9%
C/C(Cl)=C/Cn1c(SC(C)C)nc2c1c(=O)[nH]c(=O)n2C	14%	-0.1%	.	0.9	76	i	1.2	.	i	22	-1.9%	2%
O=c1ccc(-c2ccccc2)n[nH]1	-6%	0.0%	-1%	-0.8	50	i	5.3	-29%	i	26	0.2%	0%
CCn1c(=S)[nH]c2cc(C(=O)O)ccc21	-21%	0.1%	9%	0.8	35	.	.	-20%	i	36	7.4%	-6%
O=C(c1cccc(S(=O)(=O)N2CCCC2)c1)N1CCCc2ccccc21	1%	-0.6%	-2%	-0.3	34	i	0.6	-40%	i	43	3.3%	6%
C=CCc1c(C)nc(C)nc1N/N=C/c1ccccc1O	-44%	-0.3%	10%	-0.1	60	i	0.7	20%	i	8	1.1%	-12%
Cc1ccc(S(=O)(=O)C2(C(=O)Nc3cccc(F)c3)CC2)cc1	19%	-0.3%	10%	-2.4	104	i	1.7	-8%	i	45	-2.7%	1%
CC(O)CNc1nc2c(c(=O)n(C)c(=O)n2C)n1C/C=C/c1ccccc1 (configuration not stated)	-50%	0.1%	-1%	-0.6	38	i	3.4	-4%	i	23	3.0%	0%
C=C(C)c1cccc(C(C)(C)NC(=O)Nc2cc(C)ccc2OC)c1	8%	-0.1%	-13%	1.6	74	i	0.9	-33%	i	46	2.8%	18%
CC(C)(C)C(=O)N1CCN(c2ccc([N+](=O)[O-])c(-n3nc(-c4ccccc4)c4ccccc4c3=O)c2)CC1	-8%	-0.3%	0%	-0.7	56	i	0.9	-10%	i	44	4.0%	10%
COc1ccc(CCNC2CC(C)N(C)CC2C)cc1OC (configuration not stated)	14%	0.0%	1%	0.5	67	i	5.9	-5%	i	15	-1.2%	11%
Cc1ccc(-c2nc(CS(=O)CC(=O)NCCC(C)C)c(C)o2)cc1 (configuration not stated)	-17%	0.3%	2%	0.9	55	i	4.1	-14%	i	15	-0.4%	10%
CCC(C)(C)C(=O)Nc1nnc(CCc2ccccc2)s1	-39%	-0.3%	-40%	4.0	60	i	0.8	-31%	i	48	0.4%	-3%
CC(NC(=O)COC(=O)/C=C/c1ccc([N+](=O)[O-])cc1)c1ccccc1 (configuration not stated)	3%	0.2%	2%	1.7	64	i	0.2	-43%	i	46	5.8%	2%
COc1ccc(C(=O)NC2(C(F)(F)F)C(=O)Nc3c2c(=O)[nH]c(=O)n3CCc2ccc(OC)c(OC)c2)cc1 (configuration not stated)	-26%	-0.1%	-12%	-0.6	98	i	1.9	6%	i	18	3.3%	0%
CCCC(=O)Nc1ccc2oc(-c3cncc(Br)c3)nc2c1	-17%	-0.2%	-58%	1.2	57	i	0.2	-10%	i	55	0.6%	6%
Cc1ccc2nc(S(=O)(=O)O)[nH]c2c1	1%	0.2%	19%	-2.4	59	i	5.4	8%	i	62	-0.2%	9%
S=C(c1c[nH]c2ccccc12)N1CCCC1	16%[20 µM]	-0.3%	9%	0.8	61	i	0.3	-30%	i	26	-5.9%	-2%
COc1ccccc1-n1c(SCC(=O)Nc2ccc(F)cc2)nc2c(c1=O)SCC2	-13%	-0.1%	4%	-0.8	88	i	7.8	-16%	i	26	-1.4%	5%
O=C(Oc1ccc(-c2nc(-c3ccccn3)no2)cc1)c1ccccc1	-16%	-0.1%	-104%	-0.7	46	i	0.7	40%	i	37	-0.6%	22%
COc1ccc(NC(=O)COC(=O)c2ccc(O)cc2)c([N+](=O)[O-])c1	7%	0.1%	12%	5.0	45	i	1.1	-39%	i	9	-12%	11%
C=CCn1c(SCC(=O)Nc2ccccc2)nnc1-c1cccc(S(=O)(=O)N2CCOCC2)c1	24%	-0.2%	11%	0.2	56	i	0.8	-2%	i	43	-5.7%	8%
CCOc1ccc(OCCSc2nc3ccccc3c(=O)[nH]2)cc1	-10%	-0.1%	-6%	8.1	62	i	5.3	-11%	.	.	3.4%	-11%
CCN(CC)S(=O)(=O)c1ccc(/C=C/C(=O)OCC(=O)Nc2ccc(C(N)=O)cc2)cc1	21%	-0.6%	6%	0.3	81	i	0.1	-14%	i	50	-2.4%	-6%
CC1CC(O)(Cc2ccccc2)C(C)CN1C (configuration not stated)	-9%	0.3%	10%	-0.9	31	i	1.2	-17%	i	52	-1.9%	-7%
Cc1ccc(C(=O)N(CC(=O)NC2CCCCC2)c2ccccc2F)s1	-16%	-0.2%	11%	1.5	36	i	0.8	-27%	i	8	-0.1%	3%
Cc1ccc(-c2cc(C(=O)Nc3ccc(S(=O)(=O)Nc4ncccn4)cc3)[nH]n2)c(O)c1C	-6%	-0.1%	18%	2.7	69	i	1.7	-6%	i	40	-0.1%	4%
O=C(CSc1nnc(CNC(=O)c2cccs2)o1)NC1CCCCC1	-1%	0.1%	-12%	-3.1	32	i	0.8	-29%	i	41	0.1%	-7%
C#CCOCCOCCOCCNc1nc(N2CCOCC2)nc(N2CCN(C(=O)[C@H](Cc3ccc(O)cc3)n3cc([C@@H](N)CC(C)C)nn3)CC2)n1	21%	0.5%	-6%	-3.6	88	i	1.5	-16%	i	44	4.1%	6%
CC(C)(C)c1ccc(C(=O)Nc2ccc(O)c3c(=O)cc(-c4ccccc4Cl)oc23)cc1	-16%	0.0%	-10%	-5.3	56	i	0.0	-4%	i	24	0.4%	18%
COc1ccc(C(=O)NCc2cccnc2)cc1OC	-49%	0.1%	-16%	2.2	88	i	1.2	-9%	i	29	30%	-6%
Cc1onc(C(=O)N2CCC(C(N)=O)CC2)c1-c1ccccc1Cl	4%	0.1%	-7%	-1.0	71	i	0.8	6%	i	36	0.6%	14%
COCC(C)NCc1ccc(C)cc1C (configuration not stated)	10%	0.1%	8%	0.4	74	i	5.5	-4%	i	44	-3.5%	3%
COc1ccc(N(CC(=O)NCc2ccc(F)cc2)S(=O)(=O)c2c(C)n[nH]c2C)cc1	-17%	-0.1%	14%	2.7	46	i	1.1	15%	i	33	9.7%	-1%
O=C(OCn1nnc2ccccc2c1=O)C12CC3CC(CC(O)(C3)C1)C2	-8%	-0.2%	5%	1.0	57	i	0.6	-17%	i	55	0.7%	-6%
N=c1c2c(n(Cc3ccc(F)cc3)c3c1CCC3)CCCC2	-5%	-0.3%	25%	-0.7	42	i	1.0	22%	i	20	0.9%	2%

Not all compounds are listed (hit frequency here may not be typical).
